G6PDH CS: L. mesenteroides G6PDH inhibitors, counter-screen for G6PDH-coupled screening assays, biochemical, Leuconostoc mesenteroides enzyme; glucose-6-phosphate dehydrogenase [Leuconostoc mesenteroides]; Purified L. mesenteroides G6PDH, diaphorase/resazurin coupled fluorescence, 45 min; inhibition, % at 5 µM; hit rate 0.12% among 200,000; in the data active = inhibition above about 50%
TNAP inh noacc: human TNAP enzyme inhibitors, primary screen, biochemical, luminescent, no phosphate acceptor, uHTS | Alkaline phosphatase, tissue-nonspecific isozyme (Homo sapiens), P05186 | purified TNAP, CDP-star luminescence, 30 min | inhibition, % at 20 µM | hit rate 0.26% among 200,000 | AID 1012, 2008;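 active = tissue-nonspecific alkaline phosphatase inhibition above about 50% at 20 µM in the single-dose screen, limit read from the data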;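 note: 0% = DMSO negative control and 100% = EDTA positive control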
Target sequence (P05186 whole entry, looked up): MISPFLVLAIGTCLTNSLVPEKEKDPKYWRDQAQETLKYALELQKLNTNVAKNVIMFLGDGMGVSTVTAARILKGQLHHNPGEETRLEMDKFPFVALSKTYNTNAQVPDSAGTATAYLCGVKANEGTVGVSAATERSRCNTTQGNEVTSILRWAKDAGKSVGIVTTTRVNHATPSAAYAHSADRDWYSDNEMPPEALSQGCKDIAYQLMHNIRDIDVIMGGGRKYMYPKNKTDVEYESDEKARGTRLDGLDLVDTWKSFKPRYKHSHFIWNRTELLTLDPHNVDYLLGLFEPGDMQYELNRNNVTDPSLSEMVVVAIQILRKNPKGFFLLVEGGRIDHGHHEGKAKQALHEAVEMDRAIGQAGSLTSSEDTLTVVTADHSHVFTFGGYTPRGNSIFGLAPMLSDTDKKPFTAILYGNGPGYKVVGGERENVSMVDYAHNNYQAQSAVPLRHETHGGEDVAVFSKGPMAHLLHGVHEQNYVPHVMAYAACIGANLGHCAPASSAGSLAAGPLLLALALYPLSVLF
Diaphorase act: compounds boosting diaphorase resazurin reduction – biochemical, uHTS, resorufin fluorescence, counter-screen for diaphorase-coupled primary assays, primary screen; AID 1229, 2008; activation factor at 20 µM; hit rate 0.005% among 190,000; Diaphorase/resazurin coupled assay, 16 min; hits give high values; 1 = vehicle wells, 0 = NADH-free wells;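 active = diaphorase activity raised at least twofold by the compound at 20 µM; inactive = activation factor below 2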
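System – purified diaphorase enzyme from Clostridium kluyveri · Input – enzyme 0.07 U/mL final · Also added – final NADH 0.114 mM, resazurin 0.1 mM · Measured by – fluorescence of resorufin, 544 nm excitation, 590 nm emission · Timing – 16 min enzyme reaction, ambient temperature · Measure – resorufin increase flagging diaphorase activators or reducers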
Diaph inh CS: diaphorase inhibitors and chemical oxidizers, primary screen, counter-screen for diaphorase-coupled primary assays, biochemical, uHTS, resorufin fluorescence; diaphorase resazurin-to-resorufin fluorescence, NADH, 16 min; bacterial (C. kluyveri) enzyme, not human; inhibition, % at 20 µM; hit rate 0.69% among 190,000; AID 1217, 2008;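 active = primary screen inhibition at 20 µM above a set limit, cut at about 50% in these data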;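 note: plate controls were DMSO with full reaction for no effect and wells lacking NADH for full effect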
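Test system: Clostridium kluyveri diaphorase enzyme / Quantity: diaphorase at 0.14 U/mL in enzyme working solution / Incubation: 16-min room-temperature incubation before reading / Benchmarks: NADH-free wells as positive control, DMSO-only neutral wells / Signal: resorufin fluorescence 544/590 nm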
PMI act: activators of human PMI, primary screen, biochemical, fluorescence intensity, near-Km mannose 6-phosphate | Mannose-6-phosphate isomerase (Homo sapiens), P34949 | purified human PMI, coupled resazurin fluorescence, 20 min; hits give high values; 1 = vehicle control, 0 substrate-free wells | activation factor at 20 µM | hit rate 0.005% among 190,000 | AID 1214, 2008;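 active = activation factor of 2 or more at 20 µM, relative to plate controls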
Target sequence (P34949 whole entry, looked up): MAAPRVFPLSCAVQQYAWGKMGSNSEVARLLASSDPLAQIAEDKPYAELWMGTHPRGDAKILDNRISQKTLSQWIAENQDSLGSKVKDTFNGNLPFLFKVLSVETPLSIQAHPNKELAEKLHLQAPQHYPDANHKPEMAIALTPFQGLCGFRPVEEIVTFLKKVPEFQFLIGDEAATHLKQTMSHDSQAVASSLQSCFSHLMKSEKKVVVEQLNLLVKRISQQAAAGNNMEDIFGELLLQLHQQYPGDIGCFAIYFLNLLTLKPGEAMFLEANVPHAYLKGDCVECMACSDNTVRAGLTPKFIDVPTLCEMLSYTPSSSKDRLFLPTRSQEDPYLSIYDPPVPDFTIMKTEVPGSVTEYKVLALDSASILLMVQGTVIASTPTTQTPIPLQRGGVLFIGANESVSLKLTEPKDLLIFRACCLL
FLuc stim CS: FLuc activators, initial screening, artefact control for FLuc-dependent activation tests, biochemical, ATPlite luminescence; Luciferin 4-monooxygenase (Photinus pyralis), P08659; ATPlite luciferase biochemical, 10 min; 0 = ATP-free wells, 1 = DMSO control; 200,000 tested, under 10 active; activation factor at 10 µM;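 active = luciferase activation factor, scaled between plate controls, of at least 2 with compound at 10 µM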
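System: Luciferase/luciferin detection reagent, cell-free biochemical luciferase assay | Medium: PBS buffer for ATP | Dosing: Test compounds dosed from 2 mM stocks in 100% DMSO | Timing: 10 min at ambient temperature | Signal: Luminescence measurement of luciferase light output | Evaluation: Luciferase activation, seen as luminescence increase over controls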
PMI act satM6P: human PMI activators, high substrate, primary screen, biochemical, fluorescence intensity, near-saturating mannose 6-phosphate; coupled PMI enzyme assay, resazurin fluorescence, 20 min; hits give high values; 1 = untreated enzyme, 0 = substrate-free blank; Mannose-6-phosphate isomerase (Homo sapiens), P34949; AID 1216, 2008; hit rate 0.34% among 190,000; activation factor at 20 µM;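 active = activation factor of 2 or more at 20 µM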
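Technique: Diaphorase-driven resazurin-to-resorufin fluorescence, excitation 544, emission 590 nm | Assay system: Human PMI in coupled enzyme assay | Times: Enzyme reaction with compound 20 min at room temperature | Medium: HEPES-buffered pH 7.4 with magnesium and detergent | Reagent: Mannose-6-phosphate 1.0 mM (near-saturating) plus 0.22 mM NADP+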
Efa HMGR inh: inhibitors of E. faecalis class II HMGR, primary screen, biochemical, Enterococcus faecalis. HMG-CoA reductase (Enterococcus faecalis, mvaE). inhibition, % at 10 µM. hit rate 0.41% among 190,000. purified E. faecalis HMGR, NADPH absorbance 340 nm kinetic;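 active = inhibition above a set limit, the median over all tested compounds plus 3 SD, cut at about 9.5% in these data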;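 note: enzyme runs in reverse so mevalonate oxidation gives rising NADPH absorbance; 0% = complete reaction with DMSO and 100% = background rate lacking mevalonate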
TNAP inh hiacc: human TNAP enzyme inhibitors, primary screen, biochemical, luminescent, high phosphate acceptor level, uHTS. inhibition, % at 20 µM. Alkaline phosphatase, tissue-nonspecific isozyme (Homo sapiens), P05186. purified TNAP, CDP-star luminescence, 1 M DEA. hit rate 0.03% among 200,000;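 active = over 50% inhibition of tissue-nonspecific alkaline phosphatase at 20 µM in the single-dose screen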;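 note: plate controls were DMSO wells for no effect and EDTA-quenched wells as full inhibition for full effect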
TNAP act hiacc: TNAP activators at high phosphate acceptor level, primary screen, biochemical, luminescence, uHTS; 200,000 tested, under 10 active; AID 1136, 2008; purified TNAP, CDP-star luminescence, 1 M DEA, 30 min; hits give high values; 0 = EDTA background, 1 = DMSO-only activity; activation factor at 20 µM;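 active = activation factor at least 2 at 20 µM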
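Dosing: 20 µM single point. System: human TNAP. Amount: TNAP 1/800 final. Incubation: 30 min, room temperature. Read-out: TNAP activation factor scaled between EDTA and DMSO control wells. Signal: luminescence from CDP-star hydrolysis. Medium: 1 M DEA, pH 9.8, Mg2+, Zn2+. Control set: EDTA negative control, DMSO positive control.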
* = called active by the depositor.

#	molecule	G6PDH CS	TNAP inh noacc	Diaphorase act	Diaph inh CS	PMI act	FLuc stim CS	PMI act satM6P	Efa HMGR inh	TNAP inh hiacc	TNAP act hiacc
1	CCOCCCNC(=S)NCCNc1nc2c(C)cccc2cc1C#N	22	-15	1	4	1.2	1	1.5	1	-5	1.1
2	COc1ccccc1-c1cc(C(F)(F)F)nc(S(=O)(=O)CCCC(=O)Nc2cccnc2Cl)n1	9	-10	0.9	10	1.2	1	1	-1	-4	1
3	Cc1nnsc1C(=O)Nc1cccc(Cl)c1C	5	-4	0.9	9	1.1	1	1	-6	2	1
4	CC(C)CC(C(=O)OCC(=O)Nc1ncc(Cl)cc1Cl)N1C(=O)c2ccccc2C1=O (stereo unspecified)	19	-3	0.8	16	0.9	1	1	-1	-2	1
5	COc1cccc2c(SCC(=O)N/N=C/c3ccc(O)c(O)c3)cc(C)nc12	10	72*	0.5	54*	0.6	1	1	-1	11	0.9
6	Cc1ccc2c(c1)-c1ncc(C(=O)c3cc(Br)ccc3O)cc1CO2	10	3	1.1	-10	1	1	1	-7	4	1
7	CCCCN(C)CCNC(=O)CCNC(=O)Cn1ccc2ccccc2c1=O	1	-18	1	3	1.1	1.1	1	0	-2	1
8	COC(=O)CSc1nc(C(C)C)nc2ccccc12	0	-10	0.9	12	1.1	1	1.1	5	-7	1.1
9	COc1cccc(OCCn2c(C)c(/C=N/n3cnnc3)c3ccccc32)c1	9	1	1.1	-5	1	1.1	1.1	-3	-4	1
10	COC(=O)[C@@H]1CCCN1Cc1c(C(=O)N2CCOCC2)nc2c(C)cccn12	5	-16	0.9	8	1	1.1	1.1	0	-9	1.1
11	C=CCNC(=O)c1ccccc1NS(=O)(=O)c1ccc(SC)cc1	-12	-15	0.8	15	1	1.1	1	-3	-6	1.1
12	Oc1ccc(-c2csc(-c3cccnc3)n2)c(O)c1	1	-12	1	1	1.1	0.5	1	-9	-6	1.1
13	CCOC(=O)c1c(NC(=O)CSc2nnnn2-c2ccc(OC)cc2)sc(C)c1C	5	-1	1	4	0.4	1	0.8	1	-3	1
14	CC(C)NS(=O)(=O)c1ccc(OCC(=O)Nc2cccc3ccccc23)cc1	4	-20	0.9	13	0.9	1	0.9	1	-2	1
15	O=C(CC(SCCO)c1ccc(F)cc1)c1ccco1 (stereo unspecified)	5	29	0.9	15	1	1	0.9	2	1	1
16	COc1cccc(NC(=O)CSc2nc3ccccc3n2C)c1	-4	-14	0.8	16	0.9	1	0.9	-7	-4	1
17	c1coc(CNc2nc(-c3ccncc3)cs2)c1	-5	-1	1	-2	1.1	0.9	1.1	-5	5	0.9
18	CCOC(=O)c1c(NC(=O)C2=C(C)NC(=S)NC2c2ccc(CC)cc2)sc(C)c1C (stereo unspecified)	-2	-5	0.9	11	1	1.1	1	-1	-2	1
19	CSc1ccc(C#N)cc1NC(=O)c1ccc(Cl)nc1	5	-8	1.2	-17	1.1	1	1.1	-1	-1	1
20	COc1ccc(NC(=O)c2cc(CC(C)C)on2)cc1OC	10	-2	0.9	9	0.9	1	0.9	-5	1	1
21	CC1Cc2ccccc2N1C(=O)CCNS(=O)(=O)c1cccc2nsnc12 (stereo unspecified)	7	4	0.9	11	1	1.1	1	-7	-2	1
22	O=C(NC1CCCCC1)C(c1ccccc1)N(Cc1ccco1)C(=O)Cn1cnc2ccccc21 (stereo unspecified)	9	-39	0.7	28	0.9	1	0.9	-4	-9	1.1
23	CS(=O)(=O)c1nc(-c2ccco2)cc(C(F)(F)F)n1	1	-2	0.8	19	1.1	1	1	-3	1	1
24	Cc1ccc(S(=O)(=O)N2CCN(S(=O)(=O)N3CCOCC3)CC2)cc1C	7	-14	1	4	1.1	1	1.1	1	-4	1
25	COc1cc(OC)c(C2=NOC(C(=O)Nc3c(C)nn(CC(=O)N4CCCC4)c3C)C2)cc1Cl (stereo unspecified)	-1	-7	1	-1	1	1	1.1	-5	-2	1
26	NC(=O)CSc1nnc(C2CC2)n1-c1ccccc1	8	-2	0.9	7	1.1	1.1	1.1	-4	-4	1
27	c1ccc2c(c1)OCC(c1nn3cnnc3s1)O2 (stereo unspecified)	0	-11	0.9	14	0.9	1	1	-3	-5	1
28	O=C(Nc1cccnc1)c1ccc(S(=O)(=O)c2ccc(Cl)cc2)cc1	11	-5	0.9	6	1	1	1	-1	-1	1
29	O=C(CSc1nn(-c2ccccc2)c(=S)s1)Nc1ncccn1	10	-7	0.9	10	0.9	1	0.8	-2	-2	1
30	CCOC(=O)c1cnc(SCC(=O)c2ccc(Cl)cc2)nc1N	4	2	0.9	11	1.1	1.1	1.1	-7	-4	1
31	O=C(NC(=S)Nc1ncc(Br)cc1Br)c1cncc(Br)c1	-1	19	0.6	38	1	0.6	1	-1	4	1
32	COc1ccccc1CC(=O)Nc1cc2oc3ccccc3c2cc1OC	4	-7	0.8	17	0.9	1	0.9	-3	-3	1
33	COc1c(C(C)C)oc2cc3oc(=O)ccc3cc12	0	-12	0.8	19	1	1	1	-3	-3	1
34	COc1ccc(NC(=O)CSc2ccc(NC(C)=O)cc2)cc1S(=O)(=O)N1CCCCC1	12	-8	0.9	11	0.9	1.1	1	-9	-4	1
35	CCOC(=O)c1sc2ncn(CC(=O)NCC3CCCO3)c(=O)c2c1C (stereo unspecified)	-1	-6	1	4	0.9	1	0.9	-3	1	1
36	O=C1CCC/C(=N\NC(=O)c2ccc(COc3cccc4cccnc34)cc2)C1	15	0	0.9	10	1.1	1.1	1	-3	-4	1
37	CCOc1cc(-c2noc(CCC(=O)Nc3cccnc3)n2)ccc1OC	5	0	1	3	1	1	0.9	-7	-3	1
38	CCCNc1nc2c(c(=O)n(C)c(=O)n2C)n1Cc1cccc(C)c1	7	0	0.8	16	0.9	1	0.9	0	-1	1
39	O=C(O)C1CC=CCC1C(=O)Nc1ccccc1C(=O)N1CCN(c2ccccc2)CC1 (stereo unspecified)	2	-10	0.9	10	1	1.1	1	-5	-14	1.1
40	Cc1noc(COc2ccccc2OCC(N)=O)c1Cl	12	-16	0.9	12	0.9	1	0.9	-1	-6	1.1
41	CC(C)NC(=O)c1nn(C)c2ccccc12	-4	1	1	0	1.1	1	1.1	-3	5	0.9
42	Cc1ccc2c(n1)sc1c(-c3ccccc3)c(C#N)c(N)nc12	1	-4	0.7	29	0.9	1	0.8	-7	-3	1
43	CCO[C@@H]1OC(C(=O)N2CCOCC2)=C[C@H](C2CC2)[C@H]1CCCO	12	-11	1	-3	1	1	1	-6	-11	1.1
44	Cc1nn(CC(=O)NCCc2ccc(Cl)cc2)c(C)c1[N+](=O)[O-]	3	-3	0.9	10	0.9	1	0.9	-6	-1	1
45	CSC1=N/C(=C\c2ccccc2F)C(=O)S1	0	-7	0.9	12	1.1	1	1.1	0	-1	1
46	Cc1ccccc1C(C(=O)NC1CCCC1)N(C(=O)Cc1cccs1)c1ccc2c(c1)OCCO2 (stereo unspecified)	7	-9	0.8	17	0.9	1.1	0.9	-7	-4	1
47	OCCC1CN(Cc2cccn2-c2ncccn2)CCN1Cc1ccccc1 (stereo unspecified)	6	-5	1	1	0.9	1.1	0.9	-5	-2	1
48	Cc1nc(N)sc1C(=O)N/N=C/c1ccccc1[N+](=O)[O-]	-2	-8	0.8	16	1	0.9	1	-5	2	1
49	CN(C)CCNC(=O)C(C(=O)c1ccccc1)n1ccccc1=O (stereo unspecified)	2	-11	1	3	1	1.1	1	-6	-2	1
50	c1ccc(C2=NNC(=NC3CC3)SC2)cc1	5	-4	1	3	1	0.4	1.2	-4	-2	1

Fetched by compound from above:
#	molecule	G6PDH CS	TNAP inh noacc	Diaphorase act	Diaph inh CS	PMI act	FLuc stim CS	PMI act satM6P	Efa HMGR inh	TNAP inh hiacc	TNAP act hiacc
43	CCO[C@@H]1OC(C(=O)N2CCOCC2)=C[C@H](C2CC2)[C@H]1CCCO	12	-11	1	-3	1	1	1	-6	-11	1.1
39	O=C(O)C1CC=CCC1C(=O)Nc1ccccc1C(=O)N1CCN(c2ccccc2)CC1 (stereo unspecified)	2	-10	0.9	10	1	1.1	1	-5	-14	1.1

(further entries)
#	molecule	G6PDH CS	TNAP inh noacc	Diaphorase act	Diaph inh CS	PMI act	FLuc stim CS	PMI act satM6P	Efa HMGR inh	TNAP inh hiacc	TNAP act hiacc
51	O=C(Cn1cnc2c(nnn2Cc2ccc(F)cc2)c1=O)Nc1cccc(F)c1	1	-4	1	-3	0.9	1	1	-4	-4	1
52	Cc1ccc(Sc2ccc(CN3CCCC3)cc2[N+](=O)[O-])cc1	1	-3	1	2	0.9	1	1	-4	-1	1
53	COCC(C)n1c(C)cc(C(=O)CN2C(=O)NC(Cc3c[nH]c4ccccc34)C2=O)c1C (stereo unspecified)	15	-17	0.9	10	1	1.1	1	-4	-7	1.1
54	CCc1ccc2nc(NC(=O)Cn3cnc4ccccc4c3=O)sc2c1	15	-5	1.1	-8	1	0.9	1	-2	-2	1
55	O=C(O)CSCc1nc2scc(-c3ccccc3)c2c(=O)[nH]1	7	-7	1	0	1	1.1	1	-9	-2	1
56	CCC(Oc1ccccc1)C(=O)NC1C(=O)N2C1SC(C)(C)C2C(=O)O (stereo unspecified)	12	-5	1	0	1.1	1.1	1.2	-1	-7	1.1
57	CC(=O)NC1=NN(C(C)=O)C(C)(c2cccs2)S1 (stereo unspecified)	2	-6	0.8	17	0.9	1	0.9	-4	1	1

From PubChem BioAssay
